Cav32 inh = human Cav3.2 channel inhibition, primary screen. Cav3.2-expressing cells, Fluo-4 calcium fluorescence FDSS; hits give low values. B-score at 10 µM. hit rate 4% among 100,000;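 active = single-dose well whose peak fluorescence ratio is a statistical outlier from its plate by either plate-standardised score or position-corrected B-score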
Active calls of the source: *. These rows are one share of the data (hit frequency here may not be typical).

SMILES	Cav32 inh
CCN=c1scc(C)n1/N=C/c1ccc(O)c(O)c1O	0.93
CCOC(=O)C1C(=O)NC(SC)=C(C#N)C1c1ccccc1F (stereo not given)	-4.9*
CCOc1ccc2nc(NC(=O)CSC3=NCCS3)sc2c1	-1.2
Cc1ccc(S(=O)(=O)N2CCOCC2)cc1C(=O)OCC(=O)Nc1ccc2c(c1)OCO2	-0.36
Cn1c(=O)c2c(nc(CN3CCC(C(N)=O)CC3)n2Cc2ccccc2Cl)n(C)c1=O	0.73
Cc1cccc(OCCCCCn2ccnc2)c1	-0.017
Cc1nc(NCC2CCCO2)c2oc3ccccc3c2n1 (stereo not given)	-0.3
CC(C)(C)S(=O)(=O)c1ccccc1C(=O)O	-0.86
COc1ccccc1NC(=O)C(C)N1CCN(C/C=C/c2ccccc2)CC1 (stereo not given)	1.8
Cc1ccc(S(=O)(=O)N[C@H](C(=O)N2CCC(C(=O)N3CCC[C@H]3C(=O)O)CC2)C(C)C)cc1	-1.7
CCNC(=S)NNC(=O)c1cc(-c2cccc(C)c2)nc2ccccc12	-2.5
CN(C)/C=C1\C=C(c2ccccc2)OC1=O	0.13
COc1cccc2cc(C(C)N(CCCN3CCOCC3)C(=O)Nc3ccccc3)oc12 (stereo not given)	-0.1
Cc1nc2ccccc2c2oc(C(=O)N3CCN(C4CCCCC4)CC3)cc12	1.9
CCOc1ccc(OCC)c(NC(=O)C2COc3ccccc3O2)c1 (stereo not given)	-0.52
CCOc1ccccc1NC(=O)c1ccoc1C	-1.4
Cc1cc(N2C(=O)C(=O)/C(=C(/O)c3ccc(Cl)cc3)C2c2cccc(Br)c2)no1 (stereo not given)	-7.9*
CSCCC(NC(=O)OC(C)(C)C)C(=O)NC(C(=O)NC(CC(C)C)C(N)=O)C(C)C (stereo not given)	-1.5
CNc1nc(SC)nc2ccsc12	-0.027
Cn1c(=O)c2c(nc(-n3ccnc3)n2Cc2ccc(Cl)cc2Cl)n(C)c1=O	0.048
O=C(COC(=O)c1cc(S(=O)(=O)N2CCOCC2)c(Cl)cc1Cl)Nc1ncc(C(F)(F)F)cc1Cl	0.43
COc1ccc(C2C3=C(CC(C)(C)CC3=O)Nc3c2c(=O)[nH]c(=O)n3Cc2ccccc2)cc1OC (stereo not given)	-0.56
CCCCn1nc(CC(=O)O)c2ccccc2c1=O	-0.33
COc1nc(C#N)c(N2CCOCC2)o1	-0.81
CCCCCCOc1ccc(OCC(O)CN2C(=O)NC(C)(C)C2=O)cc1 (stereo not given)	-0.026
CC1CCCCC12NC(=O)N(Cn1nnc3ccccc3c1=O)C2=O (stereo not given)	-0.65
Cn1c(SCCC(=O)O)nnc1-c1ccncc1	-0.27
COc1ccc(C(=O)OCC(=O)Nc2ccc(F)c(F)c2)cc1OC	-0.032
NC(=O)c1cccc(S(=O)(=O)N2CC(c3ccccc3)CC2=O)c1 (stereo not given)	0.6
Cc1occc1C(=O)Nc1nn[nH]n1	-3.8
COc1ccccc1Nc1nc(N)nc(CN2CCOCC2)n1	0.082
CCC(=O)Nn1c(C)nnc1C	-0.22
Oc1ccc(N=Cc2ccc(O)c(O)c2)cc1	0.12
Cc1ccc2c(c1)N(CC(=O)N1CCCCCC1)C(=O)CO2	-0.29
COc1cccc(NC(=O)n2nc(N)cc2-c2ccc(Cl)cc2)c1	-0.34
CCCn1c(=O)c(C(=O)NCc2cccnc2)c(O)c2ccccc21	-0.9
Cc1[nH]c2ccc(F)cc2c(=O)c1SC(F)(F)C(F)F	0.29
COc1ccc(C(=O)OCCN2CCOCC2)cc1OC	0.49
Cc1nc(C)n(C(C)CC(=O)O)n1 (stereo not given)	-0.031
CC(C)c1ccc(CN2CC(C(=O)O)CC2=O)cc1 (stereo not given)	0.15
CC(C)(C)c1ccc(/C([O-])=C(/C(=S)NCc2ccco2)[n+]2ccccc2)cc1	-0.98
COC(=O)CNC(=O)c1cccs1	0.017
O=C(NC1CCCCC1)c1ccc(Cn2cc(Br)cn2)o1	0.023
CC1(C)C(c2cccs2)=[N+]([O-])C2(CCCCC/C2=N\NC(N)=O)N1O (stereo not given)	-0.65
CCOC(=O)c1ccc(NC(=O)C(=O)NCC2CCCO2)cc1 (stereo not given)	0.79
O=c1c2ccccc2nnn1CSc1nnc(Nc2ccccc2)s1	-0.061
COC(=O)c1ccc(NC(=O)CN2CCN(c3ccccc3C)CC2)cc1	-2
Cc1ccnc(SCCn2c(N3CCC(C)CC3)nc3c2c(=O)n(C)c(=O)n3C)n1	0.2
CCC(Sc1nncn1C)C(=O)Nc1nnc(-c2ccc(Cl)cc2)s1 (stereo not given)	-0.16
O=C(O)c1cnn2c(C(F)(F)F)cc(-c3ccccc3)nc12	1.2
c1ccc2c(c1)nnn2Cc1nnc2sc(-c3ccc4c(c3)OCCO4)nn12	-1.6
Cn1c(=O)c2cn(Cc3ccc(Cl)cc3)cc2n(C)c1=O	-0.24
COc1ccc(CNC(=O)CSc2ncnc3nc[nH]c23)cc1	-0.28
COCCn1c(COc2ccc(Cl)cc2)nnc1SCC(N)=O	0.53
NC(=S)Nc1cnc2ccccc2c1	-0.094
CCNc1nc(NC(C)C)nc(NS(=O)(=O)c2ccc(Cl)cc2)n1	-1.9
Cc1coc(C)c1C(=O)CC1(O)C(=O)N(CCc2ccccc2)c2ccccc21 (stereo not given)	-1.1
CCc1ccc(OCC(=O)Nc2ccc(S(=O)(=O)N3CCCC3)cc2)c(Br)c1	-0.11
COCCNC(=O)c1c(N)n(-c2ccccc2)c2nc3ccccc3nc12	-0.31
CCN=C1SC(C(=O)Nc2ccc(Cl)c(Cl)c2)CC(=O)N1CC (stereo not given)	-0.068

Some of the entries above, set out differently:
> O=C(O)c1cnn2c(C(F)(F)F)cc(-c3ccccc3)nc12
  Cav32 inh = 1.2
> c1ccc2c(c1)nnn2Cc1nnc2sc(-c3ccc4c(c3)OCCO4)nn12
  Cav32 inh = -1.6

Next entries follow.
SMILES	Cav32 inh
CC(C)(C)Nc1nc(C(N)=O)nc(N2CCOCC2)n1	0.78
COCc1cc(=O)[nH]c2cc(NC(=O)C3CC3)c(C)cc12	0.77
CC(=O)c1c(C)[nH]c(C(=O)COc2cc(C)cc(C)c2)c1C	1.4
c1ccc(CN2C3=NCCCN3c3ccccc32)cc1	-1
CC(C)C(=O)Nc1cccc(NC(=S)NC(=O)C(c2ccccc2)c2ccccc2)c1	-5.5*
CC(C)CCn1c(-c2nonc2N)nc2ccccc21	-0.09
Cn1c(SCc2ccc(F)cc2)nnc1-c1cccs1	0.46
Cc1cccc(NC(=O)C2CCN(S(=O)(=O)c3cccs3)CC2)n1	0.28
COc1ccc(C)cc1NC(=O)C1CCCN1S(=O)(=O)c1ccc2c(c1)CCC(=O)N2 (stereo not given)	0.39
CCOC(=O)C1=C(N)N(c2ccc(N3CCCCC3)cc2)C(=O)C1	0.8
CCOc1cccc(-c2nn3c(-c4ccccn4)nnc3s2)c1	-0.34
Cc1ccc2[nH]c(C)c(CC(=O)O)c2c1	-1.8
Cc1ccc(C)c(-n2c(SCC(N)=O)nnc2-c2ccccn2)c1	0.27
COc1cccc(C2C3(C#N)C(N)=NC(OC)(OC)C23C#N)c1 (stereo not given)	-0.36
O=C(Nc1ccccc1C(=O)N1CCOCC1)c1ccncc1	0.81
COc1ccccc1NC(=O)CNC(=O)c1ccc(F)cc1	-0.036
CCCCN(C)C(=O)CSc1nc(NCc2ccc(OC)cc2)c2ccccc2n1	-1.5
COC(=O)c1cc(OC)ccc1-c1ccc(OC)cc1	0.19
COc1ccc(C(=O)OCCc2ccc(O)cc2)cc1	-1
CN(C)C(=O)c1cc([N+](=O)[O-])cc([N+](=O)[O-])c1N(C)C	0.91
O=C(NCc1ccccn1)C1CCN(S(=O)(=O)N2CCCCC2)CC1	-1.4
Cn1c(=O)cc(OCCCC(=O)Nc2ccc3c(c2)OCCO3)c2ccccc21	-0.44
COc1ccc(Cl)cc1N(CC(=O)Nc1ccc2c(c1)OCCO2)S(C)(=O)=O	-1.1
COc1ccc(-c2nnn(CC(=O)Nc3sc4c(c3C#N)CCCC4)n2)cc1	-0.8
Cc1ccc(Nc2cc(C)nc(-c3ccccc3O)n2)cc1	0.052
O=C(NCc1ccccc1)c1cccc(COc2cccc(Cl)c2)c1	-3.8
O=C1c2ccccc2C(=O)N1CCCc1nc2ccccc2c(=O)n1-c1cccnc1	1.6
Cc1ccc(-n2nnnc2SCC(=O)c2cc(C)n(-c3cc(C)on3)c2C)c(C)c1	-0.68
CCC(=O)Nc1nnc(SCC(=O)c2ccc3c(c2)Cc2ccccc2-3)s1	-0.34
N#CC1=C(N)Oc2cc(Nc3ccccc3)ccc2C1c1ccncc1 (stereo not given)	-0.24
COC(=O)c1sc(NC(=O)c2ccc(OC)cc2OC)nc1C	0.53
O=C(CSCc1c(Cl)cccc1Cl)NN1C(=O)c2ccccc2C1=O	-1.5
CC1(C(=O)c2ccccc2)C2c3c(ccc4ccccc34)OC(=O)C21C(=O)N1CCOCC1 (stereo not given)	-3.4
CCSc1nnnn1-c1ccccc1	-0.41
Cc1ccc2nc(S(=O)(=O)O)[nH]c2c1	0.11
N#Cc1c(N)c(C(=O)c2ccc(Br)cc2)n2c1CCC2	0.18
Cc1ccc(-n2c(-c3cccnc3)n[nH]c2=S)c(C)c1	2.1
CC(C)c1ccc(C2C(C#N)=C(N)N3C(=C2C#N)Sc2ccccc23)cc1 (stereo not given)	-1.4
CC(C)[C@H](N)c1nnc(SCC(=O)c2ccc(Cl)cc2)o1	-0.04
O=C1NC(=S)N/C1=C/c1cccc([N+](=O)[O-])c1O	0.53
CC(NC(=O)NCC1CCCO1)(C(F)(F)F)C(F)(F)F (stereo not given)	-0.38
C=CCN(CC=C)c1cnn(-c2nc3ccccc3[nH]2)c(=O)c1Cl	0.81
Clc1ccc(/C=C/c2nc3ccccc3[nH]2)c(Cl)c1	-3.3
Cc1nc(CS(=O)(=O)c2ccccc2)cc(Sc2ccc(Cl)cc2Cl)n1	-5.7*
Cn1c(Cn2c(=O)sc3ccccc32)nnc1SCC(=O)Nc1cccc(Cl)c1	-1.5
O=C(CSc1nn(-c2ccc(Cl)cc2)c(=S)s1)N1CCN(C(=O)c2ccco2)CC1	-1.6
Cc1nc(-c2ccc(NS(C)(=O)=O)cc2)cs1	-0.25
CCOc1ccccc1Nc1nc(N2CCCC2)nc(N2CCOCC2)n1	-0.15
COC(=O)c1sccc1NC(=O)CSc1ccc(Cl)cc1	-2
COCCNC(=O)c1onc(CSc2ccc(F)cc2)c1C(=O)NCCOC	2.1
CC(=O)Nc1c(Cl)n(C(C)=O)c2ccccc12	-0.2
O=C(c1cc(N2CCCCC2)nc2ccccc12)N1CCOCC1	-0.02
Cc1cc2cc(CNC(=O)c3ccc(Br)o3)ccc2n1C	-4.6
CCCn1c(SCC(=O)Nc2ccccc2N2CCOCC2)nc2c1c(=O)n(C)c(=O)n2C	1.4
Cc1ccc2c(CNCc3ccco3)cc(=O)oc2c1	-0.32
COC(=O)COc1cccc(-n2cnnn2)c1	0.66
COc1cccc(C(=O)n2cnnc2N)c1OC	0.46
C=CCN1CCN(C(CC(C)C)c2nnnn2CCOC)CC1 (stereo not given)	1.3
CCOC(=O)c1cc(NC(=O)C2C3CCC(O3)C2C(=O)O)cc(C(=O)OCC)c1 (stereo not given)	1.5
CCC(=O)Nc1c2c(nn1-c1ccc(OC)cc1)CS(=O)C2 (stereo not given)	0.57

Carrying on:
SMILES	Cav32 inh
Cc1ccc(NC(=S)NC(=O)c2ccc(-c3ccccc3)cc2)cc1	-0.68
Cc1ccnc(NC(=O)c2ccc([N+](=O)[O-])o2)c1	0.088
COc1ccc(-c2cc(C(F)F)n3ncc(C(=O)N4CCN(C)CC4)c3n2)cc1	1.2
COC(=O)Cc1c(C)nc2nc(-c3ccco3)[nH]n2c1=O	-0.033
Cc1cc(=O)n2[nH]cc(C(=O)O)c2n1	-0.1
COc1ccc(NC(=O)/C=C/c2cc(Br)ccc2OC)cc1	-0.5
CCOC(=O)NC(=O)CN1C(=O)NC(C)(c2ccccc2)C1=O (stereo not given)	0.094
Cn1c(Cn2c(=O)sc3ccccc32)nnc1SCC(=O)Nc1cccc(F)c1	0.45
COc1ccc(NC(=O)CC2C(=O)N(c3ccc(Cl)cc3)C(=S)N2CCc2ccncc2)cc1 (stereo not given)	0.14
Cc1coc(NC(=O)CSc2nc(-c3ccncc3)cc(C(F)(F)F)c2C#N)n1	0.32
COc1cc(NC(=O)C23CC4CC(C2)CC(n2nnc(C)n2)(C4)C3)c(OC)cc1Cl	-0.017
CN(C(=O)c1cccc(C#N)c1)c1nnc(-c2ccncc2)s1	0.29
CC(=O)Nc1ccnc(-c2cccnc2)n1	0.53
Cc1cc(C(=O)COc2ncnc3sccc23)c(C)n1C	-0.26
CN(C)CCNC(=S)Nc1cccc(Cl)c1	0.8
Cc1cc(C(=O)N(C)CC(=O)Nc2ccccc2C(F)(F)F)c(C)o1	-0.084
C=CCOC(=O)C1=C[C@H](C(C)(C)C)[C@@H](CCCO)[C@H](OCC)O1	-0.81
O=C(CSc1nnc(Nc2ccccc2)s1)NCc1ccco1	0.078
CN1CCC(N(C)CC(=O)Nc2cccc(Oc3ccccc3)c2)CC1	-0.006

Molecules above containing bromine, in the order listed:
SMILES	Cav32 inh
Cc1cc(N2C(=O)C(=O)/C(=C(/O)c3ccc(Cl)cc3)C2c2cccc(Br)c2)no1 (stereo not given)	-7.9*
O=C(NC1CCCCC1)c1ccc(Cn2cc(Br)cn2)o1	0.023
CCc1ccc(OCC(=O)Nc2ccc(S(=O)(=O)N3CCCC3)cc2)c(Br)c1	-0.11
N#Cc1c(N)c(C(=O)c2ccc(Br)cc2)n2c1CCC2	0.18
Cc1cc2cc(CNC(=O)c3ccc(Br)o3)ccc2n1C	-4.6
COc1ccc(NC(=O)/C=C/c2cc(Br)ccc2OC)cc1	-0.5

Cav32 inh, entries above that show a hit.
SMILES	Cav32 inh
CCOC(=O)C1C(=O)NC(SC)=C(C#N)C1c1ccccc1F (stereo not given)	-4.9*
Cc1cc(N2C(=O)C(=O)/C(=C(/O)c3ccc(Cl)cc3)C2c2cccc(Br)c2)no1 (stereo not given)	-7.9*
CC(C)C(=O)Nc1cccc(NC(=S)NC(=O)C(c2ccccc2)c2ccccc2)c1	-5.5*
Cc1nc(CS(=O)(=O)c2ccccc2)cc(Sc2ccc(Cl)cc2Cl)n1	-5.7*
